High-throughput results as filed in PubChem BioAssay.
Rac1 act GTP bind – modulators of GTP binding to human Rac1 activated mutant; P63000; GST-Rac1 activated beads, fluorescent GTP binding, flow cytometry; actives lie on both sides; 100% means binding = to untreated wells; percent activity (GTP binding), % at 10 µM; 190,000 tested, 0.11% active; AID 764;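 active = GTP binding at least 20 percentage points away from the 100% baseline, in either direction, so actives lie on both sides; inconclusive = Compound likely fluorescent itself, or too few beads counted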
Mcl1-Noxa inh – disrupts binding of human Mcl-1 to Noxa peptide; 220,000 tested, 1.5% active; inhibition, % at 21.7 µM; Q07820; TR-FRET Mcl-1/Noxa peptide binding, 2 h; AID 1022;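 active = compounds that cut the protein-peptide binding signal by more than 50% relative to plate controls in a single-dose test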;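 also: His-tagged Mcl-1 with rhodamine Noxa BH3 peptide and terbium anti-His antibody; 0% = Mcl-1 plus Noxa peptide wells and 100% = peptide-only wells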
Target sequence (Q07820 whole entry, looked up): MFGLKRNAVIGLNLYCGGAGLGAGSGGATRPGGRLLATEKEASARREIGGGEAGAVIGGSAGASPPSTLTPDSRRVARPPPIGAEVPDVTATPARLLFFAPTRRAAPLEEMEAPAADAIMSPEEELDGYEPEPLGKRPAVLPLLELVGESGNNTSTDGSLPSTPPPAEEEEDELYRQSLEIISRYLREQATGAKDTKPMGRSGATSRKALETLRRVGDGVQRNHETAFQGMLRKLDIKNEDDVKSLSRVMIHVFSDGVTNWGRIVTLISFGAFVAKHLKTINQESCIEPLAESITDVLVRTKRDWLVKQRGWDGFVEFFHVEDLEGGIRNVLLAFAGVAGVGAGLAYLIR
Rab2 wt GTP – changes GTP binding to wildtype dog Rab2A, up or down. GST-Rab2 wt beads, Bodipy-GTP binding, flow cytometry. GTP binding activity, % at 10 µM. 190,000 tested, 0.19% active. AID 760;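 active = GTP binding activity at least 20 points away from 100%, either lowered or raised; inconclusive = signal likely due to the compound's own green fluorescence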;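 also: 0% = beads with excess unlabeled GTP and 100% = no-compound control corrected for plate trend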
Mcl1-Bid inh – disrupts binding of human Mcl-1 to Bid peptide; Q07820; TR-FRET Mcl-1/Bid-Dy647 peptide binding, 1536-well; inhibition, % at 21.7 µM; 220,000 tested, 0.97% active; AID 1021;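 active = compounds that cut the binding signal by more than half at the single screening dose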;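 also: His-tagged Mcl-1 with europium anti-His antibody binding Bid BH3 peptide; 0% = Mcl-1 plus peptide wells and 100% = peptide-only wells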
Mcl-1 Bim block – human Bim-Mcl-1 interaction inhibition; Q07820; Bead-based flow cytometry, Bim peptide-Mcl-1 binding; inhibition, % at 10 µM; 190,000 tested, 0.1% active; in the data active = inhibition above about 40%;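 also: 0% = no compound tracer wells and 100% = peptide blocker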
Rab7 wt modul – dog Rab7 wildtype GTP binding, inhibitors and activators; GST-Rab7 beads, fluorescent GTP binding, flow cytometry; actives lie on both sides; untreated = 100%, excess cold GTP = 0%; 190,000 tested, 0.055% active; AID 758; GTP binding activity (percent of control), % at 10 µM;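 active = fluorescent GTP binding to Rab7 beads changed by at least 20 points from the 100% baseline, either direction, mostly lower; inconclusive = compound itself probably fluorescent, or too few beads counted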;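 also: median green fluorescence of bound Bodipy-FL-GTP per Rab7 bead population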
Cdc42 wt – changes GTP binding to wildtype human Cdc42. P60953. GST-Cdc42 beads, Bodipy-GTP binding, flow cytometry; actives lie on both sides. percent activity (GTP binding), % at 10 µM. 190,000 tested, 0.2% active;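 active = percent activity GTP binding at least 20 points away from the 100% baseline, either down as inhibitor or up as activator; inconclusive = compound flagged as likely green fluorescent from well-wide comparison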;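 also: median bead fluorescence of bound Bodipy-FL-GTP at 100 nM; 0% = excess unlabeled GTP control and 100% = no compound control; below 100% means less GTP binding so inhibitor and above means activator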
Target sequence (P60953 whole entry, looked up): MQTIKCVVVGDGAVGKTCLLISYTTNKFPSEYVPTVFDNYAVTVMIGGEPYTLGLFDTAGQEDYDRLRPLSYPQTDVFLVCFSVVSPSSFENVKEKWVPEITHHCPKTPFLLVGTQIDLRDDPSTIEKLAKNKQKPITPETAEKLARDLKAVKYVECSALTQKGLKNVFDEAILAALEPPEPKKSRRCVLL
HRas wt GTP bind – changes GTP binding to wildtype human HRas; GST-Ras wt beads, Bodipy-FL-GTP binding, flow cytometry; actives lie on both sides; 190,000 tested, 0.14% active; GTP binding activity, % at 10 µM; P01112;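 active = GTP binding activity at least 20% away from the 100% baseline, either lowered as inhibitor or raised as activator; inconclusive = flagged as likely green fluorescent, judged across all proteins in the well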;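 also: 0% = unlabeled GTP competition control and 100% = no-compound control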
Target sequence (P01112 whole entry, looked up): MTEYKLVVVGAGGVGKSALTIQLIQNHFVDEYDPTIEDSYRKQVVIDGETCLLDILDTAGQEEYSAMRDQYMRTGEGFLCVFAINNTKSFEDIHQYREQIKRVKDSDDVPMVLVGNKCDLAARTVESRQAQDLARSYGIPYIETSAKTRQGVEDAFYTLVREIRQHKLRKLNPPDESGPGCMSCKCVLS
Pf gametocyte – kills late stage P. falciparum gametocytes | inhibition, % at 10.9 µM | AID 743093 | 150,000 tested, 0.065% active | P. falciparum stage V gametocytes, ATP luminescence, 24 h;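 active = inhibition above the mean plus 3 SD of compounds within the control limits, set per campaign, cut at about 38% in these data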;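 also: 0% = DMSO wells and 100% = medium only without gametocytes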
Avidin fluor – compound fluoresces at 488/530 nm on avidin beads. fluorescence (KMESF) at 10 µM. 220,000 tested, 0.38% active. compound fluorescence 488/530 nm, flow cytometry; hits give high values; in the data active = fluorescence above about 47; also: inactives centre near 10
Rac1 wt GTP bind – human Rac1 wildtype GTP binding, inhibitors and activators | GTP binding activity (% of control), % at 10 µM | AID 757 | GST-Rac1 beads, fluorescent GTP binding, flow cytometry; actives lie on both sides; 0 = cold GTP competed, 100 = untreated | 190,000 tested, 0.27% active;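 active = GTP binding activity at least 20 points away from the 100% control level, either lower or higher; inconclusive = compound flagged as likely green fluorescent, judged across all proteins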
* = called active by the depositor; ? = inconclusive; . = not tested or not shown.

Sample of the layout, two compounds:
Values in the order: Rac1 act GTP bind | Mcl1-Noxa inh | Rab2 wt GTP | Mcl1-Bid inh | Mcl-1 Bim block | Rab7 wt modul | Cdc42 wt | HRas wt GTP bind | Pf gametocyte | Avidin fluor | Rac1 wt GTP bind
1: CN1C(=O)CSc2ccc(NC(=O)NCc3cccnc3)cc21
    102 | 22 | 104 | -33 | 6 | 100 | 101 | 103 | 0 | 13 | 100
2: Cc1nn(-c2ccccc2)c(N2CCCC2)c1/C=N/Nc1ccc(S(=O)(=O)Nc2ccccc2)cc1[N+](=O)[O-]
    95 | 2 | 94 | -6 | -1 | 91 | 92 | 95 | 23 | 6 | 97

The listing, from the start:
Values in the order: Rac1 act GTP bind | Mcl1-Noxa inh | Rab2 wt GTP | Mcl1-Bid inh | Mcl-1 Bim block | Rab7 wt modul | Cdc42 wt | HRas wt GTP bind | Pf gametocyte | Avidin fluor | Rac1 wt GTP bind
1: CN1C(=O)CSc2ccc(NC(=O)NCc3cccnc3)cc21
    102 | 22 | 104 | -33 | 6 | 100 | 101 | 103 | 0 | 13 | 100
2: Cc1nn(-c2ccccc2)c(N2CCCC2)c1/C=N/Nc1ccc(S(=O)(=O)Nc2ccccc2)cc1[N+](=O)[O-]
    95 | 2 | 94 | -6 | -1 | 91 | 92 | 95 | 23 | 6 | 97
3: COc1cc(/C=N\Nc2ccc([N+](=O)[O-])cn2)ccc1OCC(=O)O
    93 | 40 | 92 | -6 | 1 | 103 | 90 | 93 | . | 9 | 95
4: CCOCC(=O)Nc1nc(-c2ccccc2)c(CC)s1
    95 | 8 | 98 | -3 | -3 | 101 | 101 | 101 | -8 | 37 | 103
5: COc1ccc(N(CC(=O)NCc2ccco2)S(=O)(=O)c2c(C)nn(C)c2C)cc1
    102 | 19 | 103 | -25 | 0 | 104 | 104 | 103 | . | 7 | 110
6: COCC(=O)Nc1nnc(Cc2ccc(OC)cc2)s1
    99 | 3 | 99 | 3 | -9 | 96 | 99 | 100 | . | 6 | 101
7: c1cncc(CNc2ncnc3sc4c(c23)CCCC4)c1
    95 | 11 | 99 | -8 | -1 | 93 | 99 | 99 | -27 | 9 | 98
8: CN(C)CCCN1C(=O)c2oc3ccccc3c(=O)c2C1c1cccs1 (configuration not stated)
    95 | -1 | 95 | -31 | 3 | 94 | 98 | 98 | . | 9 | 100
9: O=c1c2ccccc2c2ccccc2c(=O)n1Cc1ccco1
    104 | 8 | 105 | -4 | 1 | 103 | 110 | 105 | -12 | 34 | 115
10: O=C(NCCO)C1(c2ccccc2)CCCC1
    102 | 9 | 101 | -37 | -4 | 99 | 99 | 102 | 4 | 11 | 106
11: Cn1c(=O)n(Cc2ccccc2)c(=O)c2c1nc(NCC1CCCO1)n2Cc1ccccc1 (configuration not stated)
    97 | 4 | 97 | -33 | -2 | 100 | 99 | 100 | . | 24 | 104
12: O=C(Nc1cccc(-c2nc3ccccc3s2)c1)C1=COCCO1
    98 | 15 | 96 | -38 | -4 | 96 | 97 | 98 | -33 | 2 | 96
13: CC(=O)C1=C(O)C(=O)N(c2nccs2)C1c1ccc(Br)cc1 (configuration not stated)
    96 | 26 | 97 | -50 | 2 | 91 | 95 | 96 | -15 | 13 | 94
14: CCC(=O)N1CCN(c2ccc(NC(=O)c3ccccc3)cc2)CC1
    98 | 9 | 97 | -54 | -2 | 95 | 98 | 96 | . | 9 | 98
15: Cc1ccccc1CSc1nnc(NC(=O)Cc2cccs2)s1
    98 | 66* | 98 | 20 | -3 | 100 | 99 | 96 | 2 | 13 | 101
16: CCOC(=O)C1CCCN(Cc2cccs2)C1 (configuration not stated)
    95 | 15 | 97 | 55* | 0 | 95 | 96 | 98 | . | 16 | 95
17: O=C1CCC(C(=O)OCc2cc(Cl)ccc2OC(F)F)N1 (configuration not stated)
    100 | 17 | 99 | -11 | -3 | 100 | 100 | 100 | . | 4 | 101
18: O=C(NC(=S)N1CCN(c2ccc([N+](=O)[O-])cc2Cl)CC1)c1ccco1
    97 | 32 | 95 | -51 | -2 | 93 | 98 | 99 | 17 | 2 | 101
19: CCn1c(C)cc(C=C2C(=O)c3ccccc3C2=O)c1C
    94 | 31 | 97 | -78 | 7 | 101 | 97 | 99 | . | 12 | 99
20: Brc1ccc(C2NCCS2)cc1 (configuration not stated)
    95 | -2 | 101 | -26 | 0 | 101 | 98 | 99 | 6 | 15 | 101
21: CCS(=O)(=O)c1nc(S(=O)(=O)c2ccc(Cl)cc2)c(NCCOC)s1
    96 | 17 | 100 | -2 | -2 | 103 | 99 | 99 | -4 | 3 | 102
22: CCOC(=O)c1nc(NCc2ccccc2)c2ccccc2n1
    94 | 3 | 100 | -17 | 0 | 97 | 100 | 98 | 12 | 13 | 100
23: CC1CCCC(C)N1C(=O)CSc1nnnn1-c1cccc2c1CCCC2 (configuration not stated)
    96 | -11 | 99 | -23 | -2 | 101 | 99 | 99 | . | 37 | 100
24: COc1ccc(NC(=S)Nc2ccccc2Cl)cn1
    98 | 17 | 100 | -33 | -2 | 102 | 100 | 100 | . | 10 | 104
25: Cc1c(Cl)cccc1NC(=O)CC1SC(=NCC2CCCO2)NC1=O (configuration not stated)
    100 | 6 | 104 | -25 | -12 | 103 | 105 | 102 | 8 | 7 | 103
26: CC(C)(C)c1ccc2c(c1)C(=O)c1ccccc1C2=O
    ? | -14 | ? | -37 | -1 | ? | ? | ? | -24 | 23 | ?
27: Cc1cc(-c2nc3ncccc3o2)ccc1NC(=O)CC(C)C
    101 | -2 | 101 | 16 | -2 | 99 | 102 | 101 | . | 8 | 107
28: CCOc1ccc(C(=O)NC2CCN(C(=S)Nc3ccccc3C)CC2)cc1
    95 | 0 | 98 | -67 | -4 | 105 | 98 | 100 | -30 | 10 | 103
29: Cc1cc(C)c(S(=O)(=O)NCc2ccc3c(c2)cc(C)n3C)c(C)c1
    95 | -3 | 98 | -19 | 1 | 99 | 97 | 98 | . | 7 | 99
30: Cc1ccccc1N1C(=O)CC(c2c[nH]c3ccccc23)C1=O (configuration not stated)
    94 | -25 | 96 | -15 | -4 | 94 | 96 | 95 | -5 | 6 | 96
31: O=C1c2ccccc2C(Nc2ccc3nc(-c4cccnc4)[nH]c3c2)N1Cc1ccco1 (configuration not stated)
    97 | 29 | 96 | -34 | 1 | 97 | 97 | 98 | . | 8 | 97
32: CC(=O)Nc1cccc(NC(=O)Nc2cccc(Cl)c2C)c1
    99 | 18 | 102 | -14 | 1 | 107 | 101 | 100 | -15 | 13 | 101
33: COc1cccc(C(=O)NCCSc2ccc(Br)cc2)c1
    98 | 1 | 99 | -14 | -1 | 99 | 104 | 98 | . | 3 | 103
34: CCOC(=O)C1CCC2(CC1)C(C#N)=C(N)Oc1n[nH]c(C)c12 (configuration not stated)
    100 | 1 | 102 | -31 | 3 | 102 | 105 | 103 | 6 | 21 | 105
35: C/C(=N\NC(=S)NCc1ccccc1)c1ccccc1
    94 | 22 | 95 | -12 | -2 | 96 | 93 | 95 | 1 | 5 | 97
36: CCOc1ccc(CN2CCN(Cc3cccc4nonc34)CC2CCO)cc1 (configuration not stated)
    94 | 9 | 97 | -26 | -3 | 102 | 99 | 98 | -3 | 4 | 102
37: CC1=C(C(=O)OCC(Cl)(Cl)Cl)N2C(=O)C(NC(=O)Cc3ccccc3)C2SC1 (configuration not stated)
    94 | 9 | 95 | -20 | 0 | 97 | 97 | 95 | 15 | 9 | 96
38: O=C(Cc1cccs1)NCc1ccco1
    93 | 1 | 97 | -31 | -3 | 99 | 97 | 99 | 15 | 14 | 97
39: COc1ccc(CN(C)C(=O)COC(=O)c2c(-c3ccccc3Cl)noc2C)cc1
    92 | 11 | 96 | -8 | 0 | 94 | 93 | 92 | 15 | 10 | 92
40: Cc1cc(C)c(C)c(S(=O)(=O)N2CCN(c3ccc(O)cc3)CC2)c1C
    96 | 49 | 97 | -41 | -2 | 95 | 96 | 98 | . | 20 | 100
41: Cc1nnc(NC(=O)CSc2nc3ccccc3o2)s1
    95 | 25 | 94 | 2 | 7 | 95 | 97 | 97 | . | 6 | 99
42: Cc1ccc(Oc2ccc(Cl)cc2NC(=O)c2ccc(F)cc2F)cc1
    102 | -5 | 99 | -12 | -7 | 100 | 104 | 101 | -10 | 14 | 105
43: Cc1cc(=O)[nH]c(N2CCCC2)n1
    98 | -7 | 101 | -14 | -2 | 101 | 102 | 101 | . | 35 | 101
44: COc1cccc(NC(=O)C(OC(=O)c2ccc([N+](=O)[O-])o2)c2ccccc2)c1 (configuration not stated)
    99 | 16 | 102 | -38 | -9 | 105 | 102 | 99 | 19 | 1 | 104
45: COc1ccc(NC(=O)Nc2ncccc2C)cc1
    97 | 17 | 100 | -14 | -3 | 97 | 100 | 102 | -43 | 24 | 102
46: COc1cc(/C=C2\C(=O)N(c3ccccc3)N=C2C)ccc1Oc1ccc([N+](=O)[O-])cc1[N+](=O)[O-]
    86 | 30 | 87 | -21 | 0 | 92 | 86 | 85 | 19 | 1 | 85
47: COc1ccc(N2CCN(C(=O)CN3CCN(c4nc(-c5ccc(F)cc5)cs4)CC3)CC2)cc1
    96 | 8 | 93 | -60 | 0 | 92 | 97 | 92 | -4 | 11 | 93

Records 35 through 41, reprinted for reference:
Values in the order: Rac1 act GTP bind | Mcl1-Noxa inh | Rab2 wt GTP | Mcl1-Bid inh | Mcl-1 Bim block | Rab7 wt modul | Cdc42 wt | HRas wt GTP bind | Pf gametocyte | Avidin fluor | Rac1 wt GTP bind
35: C/C(=N\NC(=S)NCc1ccccc1)c1ccccc1
    94 | 22 | 95 | -12 | -2 | 96 | 93 | 95 | 1 | 5 | 97
36: CCOc1ccc(CN2CCN(Cc3cccc4nonc34)CC2CCO)cc1 (configuration not stated)
    94 | 9 | 97 | -26 | -3 | 102 | 99 | 98 | -3 | 4 | 102
37: CC1=C(C(=O)OCC(Cl)(Cl)Cl)N2C(=O)C(NC(=O)Cc3ccccc3)C2SC1 (configuration not stated)
    94 | 9 | 95 | -20 | 0 | 97 | 97 | 95 | 15 | 9 | 96
38: O=C(Cc1cccs1)NCc1ccco1
    93 | 1 | 97 | -31 | -3 | 99 | 97 | 99 | 15 | 14 | 97
39: COc1ccc(CN(C)C(=O)COC(=O)c2c(-c3ccccc3Cl)noc2C)cc1
    92 | 11 | 96 | -8 | 0 | 94 | 93 | 92 | 15 | 10 | 92
40: Cc1cc(C)c(C)c(S(=O)(=O)N2CCN(c3ccc(O)cc3)CC2)c1C
    96 | 49 | 97 | -41 | -2 | 95 | 96 | 98 | . | 20 | 100
41: Cc1nnc(NC(=O)CSc2nc3ccccc3o2)s1
    95 | 25 | 94 | 2 | 7 | 95 | 97 | 97 | . | 6 | 99
